AID772: HT29 colon tumor cell growth inhibition, primary screen, imaging, high content imaging, 72 h, CellTiter-Glo (AID 772). growth inhibition, % at 10 µM. HT29 cell growth, HCS imaging cell count, 72 h; stronger effect = higher value. 3,300 compounds, 0.6% hits;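 active = growth inhibition above 90%, meaning viable cell count cut by more than 90% versus vehicle controls; inactive = growth inhibition below 90%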
A549 proliferation: A549 NSCLC cell proliferation inhibitors – ATP luminescence, human non-small cell lung line, primary screen (AID 371) | A549 growth inhibition, ATP luminescence; stronger effect = higher value | growth inhibition, % at 10 µM | 3,300 compounds, 8.4% hits;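 active = mean growth inhibition over the two runs of 50% or more; inactive = mean growth inhibition under 50%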;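 note: compound exposure lasted 72 h before the ATP read; 0% = untreated cell signal and 100% = no luminescence left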
HT29 cell growth-1: HT29 colon tumor cell growth inhibition, primary screen, imaging, high content imaging, 24 h, CellTiter-Glo (AID 770); HT29 cell number by imaging, 24 h; stronger effect = higher value; growth inhibition, % at 10 µM; 3,300 tested, under 10 active;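 active = growth inhibition above 90% in viable cell count at a single dose; inactive = growth inhibition below 90%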
AID364: cytotoxicity toward Jurkat T cells, primary screen, cell-based, Jurkat E6.1, NIH starter set (AID 364). Jurkat E6.1 viability, ATP luminescence, 48 h; higher % means a stronger effect. one-dose inhibition, % at 4 µM; CC50 in µM for titrated hits. 3,300 compounds, 2% hits;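 active = concentration giving half-maximal inhibition at or below 20 micromolar; inactive = half-maximal concentration above 20 micromolar, or not dose tested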;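 note: 100% = cells treated with 4 µM doxorubicin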
HT29 cell growth-2: HT29 colon tumor cell growth inhibition, primary screen, imaging, high content imaging, 48 h, CellTiter-Glo (AID 771); HT29 cell growth, HCS imaging cell count, 48 h; stronger effect = higher value; growth inhibition, % at 10 µM; 3,300 compounds, 2% hits;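 active = growth inhibition above 90%, meaning viable cell count by imaging cut by more than 90% versus vehicle controls; inactive = growth inhibition below 90%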;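 note: percent fewer viable cells counted by imaging than vehicle controls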
HT29 cell growth-1 condensed nuclei: also measured in HT29 cell growth-1; calls as there; condensed nuclei, %; measured here: percent cells with condensed nuclei;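 share of cells whose nuclear area falls below control median minus 1.5 SD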
HT29 cell growth-1 ATP viability: also measured in HT29 cell growth-1; calls as there; growth inhibition, %; measured here: ATP CellTiter-Glo viability
HT29 cell growth-2 condensed nuclei: further read-out of HT29 cell growth-2, marked with its call; condensed nuclei, %; measured here: percent cells with condensed nuclei;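 condensed means Hoechst nuclear area under control median minus 1.5 SD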
AID772 condensed nuclei: further read-out of AID772, marked with its call; condensed nuclei, %; measured here: percent cells with condensed nuclei;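 condensed means nuclear area below control median minus 1.5 SD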
AID772 second: second read-out of AID772, no call of its own (marks repeat the call); growth inhibition, %; measured here: ATP CellTiter-Glo viability
* hit, by the source's call. Not all compounds are listed; count on the stated rates, not on these rows.

SMILES	AID772	AID772 condensed nuclei	AID772 second	A549 proliferation	HT29 cell growth-1	HT29 cell growth-1 condensed nuclei	HT29 cell growth-1 ATP viability	AID364	HT29 cell growth-2	HT29 cell growth-2 condensed nuclei
CC(C)(C)NCC(O)COc1cccc2c1C[C@H](O)[C@H](O)C2 (stereo partly drawn)	13.8	3.5	14.4	-8.1	14.7	1.3	5.8	7.4%	20.6	0.0
CCCOc1ccc2nc(NC(=O)OC)[nH]c2c1	59.1	16.0	83.2	48.4	62.9	38.5	9.1	0.178µM*	78.7	35.7
CCN(CCCCOC(=O)c1ccc(OC)c(OC)c1)C(C)Cc1ccc(OC)cc1 (stereo not drawn)	73.1	16.5	86.8	13.9	16.2	3.8	10.1	5.7%	80.2	6.6

Three entries already listed, sorted by the value under AID772 condensed nuclei, lowest first:
structure	AID772 condensed nuclei
CC(C)(C)NCC(O)COc1cccc2c1C[C@H](O)[C@H](O)C2 (stereo partly drawn)	3.5
CCCOc1ccc2nc(NC(=O)OC)[nH]c2c1	16.0
CCN(CCCCOC(=O)c1ccc(OC)c(OC)c1)C(C)Cc1ccc(OC)cc1 (stereo not drawn)	16.5

Looked up above.
`CC(C)(C)NCC(O)COc1cccc2c1C[C@H](O)[C@H](O)C2` (stereo partly drawn) – A549 proliferation: -8.1
`CCCOc1ccc2nc(NC(=O)OC)[nH]c2c1` – HT29 cell growth-1: 62.9

Two compounds from above, limited to HT29 cell growth-1:
mol | HT29 cell growth-1
CC(C)(C)NCC(O)COc1cccc2c1C[C@H](O)[C@H](O)C2 (stereo partly drawn) | 14.7
CCCOc1ccc2nc(NC(=O)OC)[nH]c2c1 | 62.9
